DAGLB inhibitor: diacylglycerol lipase beta (human) inhibition; hit rate 0.059% among 340,000; HEK293T DAGLB membrane lysate, EnzChek fluorogenic substrate; Q8NCG7; inhibition, % at 5.17 µM; in the data active means inhibition above about 34%;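 further: 0% = enzyme with vehicle and 100% = wells lacking enzyme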
SR-BI DiI-HDL act: SR-BI HDL lipid transfer activation; hit rate 0.096% among 320,000; CHO ldlA[mSR-BI] cells, DiI-HDL uptake fluorescence, 3 h; 100 = double the neutral-control signal; activation, % at 12.5 µM;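 active means mean replicate activation of at least 60% and every replicate at or above 60%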;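 further: 0% = median plate neutral-control signal and 100% = twice that signal; values of inactives mirror those of a sister screen read the other way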
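Assay system: LDL receptor-deficient CHO ldlA cells overexpressing murine SR-BI / Medium: BSA-supplemented, HEPES-buffered Ham's F12, pH 7.4 / Probe or stimulus: DiI-labelled HDL at 10 µg/mL final / Timing: compound with DiI-HDL co-incubation, 3 h at 37 °C / Technique: bottom-read cell fluorescence after medium removal, ex 550/em 595 nm / Measure: HDL uptake via cellular fluorescence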
Arrestin-AP2 inh: human beta-arrestin and AP2 interaction inhibition. FITC-arrestin peptide / GST-AP2 beads, flow cytometry; AP2 beta2 appendage carries R879A mutation. inhibition, % at 10 µM. hit rate 0.31% among 340,000;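 active means inhibition above a set limit, near 3 SD of compounds lacking own fluorescence, cut at about 54% in these data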;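 further: plate controls were DMSO wells for no effect and 5 µM unlabelled arrestin peptide for full effect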
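System: GST-AP2 R879A bound to glutathione beads, E. coli-expressed. Also added: 50 nM FITC-arrestin peptide. Schedule: compound with beads 12 min RT, then probe 1 h RT. Signal: bead flow cytometry, FITC channel. Read-out basis: percent response.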
SR-BI HDL uptake: blocks mouse SR-BI lipid uptake from DiI-HDL; ldlA[mSR-BI] CHO cells, DiI-HDL uptake fluorescence, 3 h; inhibition, % at 12.5 µM; hit rate 0.96% among 320,000; Q61009;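 active means mean replicate inhibition of at least 70% and a set share of replicates each scoring 70 or more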;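 further: 0% = median of neutral control wells and 100% = median of positive control wells; values of inactives mirror those of a sister screen read the other way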
Target sequence (Q61009 whole entry, looked up): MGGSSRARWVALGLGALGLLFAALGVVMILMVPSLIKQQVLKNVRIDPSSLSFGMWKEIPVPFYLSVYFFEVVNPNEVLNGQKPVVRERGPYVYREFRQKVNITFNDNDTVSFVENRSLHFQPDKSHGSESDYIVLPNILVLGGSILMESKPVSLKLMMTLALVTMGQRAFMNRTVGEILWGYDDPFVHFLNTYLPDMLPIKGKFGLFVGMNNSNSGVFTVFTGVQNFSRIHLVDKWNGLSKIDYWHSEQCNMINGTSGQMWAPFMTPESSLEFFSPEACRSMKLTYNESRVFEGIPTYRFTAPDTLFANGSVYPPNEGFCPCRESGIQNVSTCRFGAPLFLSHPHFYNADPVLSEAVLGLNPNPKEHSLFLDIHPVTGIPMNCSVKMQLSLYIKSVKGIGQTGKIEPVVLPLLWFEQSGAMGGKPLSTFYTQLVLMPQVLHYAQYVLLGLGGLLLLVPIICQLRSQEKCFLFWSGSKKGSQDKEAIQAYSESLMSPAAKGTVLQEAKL
RTF Ca sens inh: cardiac RTF calcium desensitization; hit rate 0.12% among 340,000; IANBD-labeled cardiac RTF, Ca2+ fluorescence; P19429+P45379; inhibition, % at 7.15 µM;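 active means inhibition above the mean inhibition of all tested compounds plus 3 SD, cut at about 17% in these data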;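 further: assay run at fixed EC70 calcium of 1.6 mM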
PKA-R2B act: PKA-R2B complex activation; P22694+P31323; PKA-R2B holoenzyme dissociation, Cy5-IP20 fluorescence polarization; R2B truncated from residue 108, S112A mutant; 0% DMSO only, 100% 113 µM cGMP; activation, % at 11.4 µM; hit rate 0.079% among 340,000; AID 504700;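 active means activation above a cutoff set at the mean over all compounds plus 3 SD, cut at about 18% in these data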;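 further: higher means more holoenzyme dissociation and a rise in polarization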
Target sequence (P31323 whole entry, looked up, other chains not shown, the tested form may be a part): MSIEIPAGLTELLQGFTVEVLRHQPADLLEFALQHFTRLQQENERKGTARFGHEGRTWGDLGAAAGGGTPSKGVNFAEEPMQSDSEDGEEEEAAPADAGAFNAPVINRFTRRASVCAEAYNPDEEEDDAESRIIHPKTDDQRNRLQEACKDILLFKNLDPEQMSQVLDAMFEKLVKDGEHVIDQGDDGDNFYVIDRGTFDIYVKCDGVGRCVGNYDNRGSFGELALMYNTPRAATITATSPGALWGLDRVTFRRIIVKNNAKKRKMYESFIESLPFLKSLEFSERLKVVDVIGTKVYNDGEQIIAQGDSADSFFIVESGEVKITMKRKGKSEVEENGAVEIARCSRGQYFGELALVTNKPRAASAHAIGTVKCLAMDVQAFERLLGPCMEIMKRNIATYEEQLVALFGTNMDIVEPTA
PvdQ inh: P. aeruginosa PvdQ acylase inhibition | purified PvdQ acylase, fluorescence plate reader | inhibition, % at 10 µM | hit rate 0.063% among 340,000; in the data active means inhibition above about 30%, passing the limit was not always enough;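 further: 0% = vehicle neutral wells and 100% = reference inhibitor wells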
NSD2 HMT inh: NSD2 (human) methyltransferase inhibition; O96028; NSD2 peptide methylation, AlphaScreen, 120 min; inhibition, % at 12.5 µM; hit rate 0.54% among 310,000; in the data active means inhibition above about 50%
Keap1-Nrf2 PPI: disrupts human Keap1 binding to Nrf2 peptide | Keap1 Kelch-Nrf2 peptide fluorescence polarization, 1536-well | inhibition, % at 9.4 µM | hit rate 0.15% among 340,000 | AID 504523; in the data active means inhibition above about 12%;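 further: human Keap1 Kelch domain with fluorescein labeled Nrf2 9mer peptide probe; 0% = neutral control wells and 100% = peptide positive control; higher means more block of Keap1 binding to Nrf2 peptide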
C-LANA FP: inhibitors of KSHV LANA C-terminal domain DNA binding; MBP-C-LANA/FAM-LBS DNA binding, fluorescence polarization; inhibition, % at 9 µM; hit rate 0.078% among 340,000;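 active means highest replicate inhibition at or above 60% at 9 µM, even if other replicates fall short; inactive means all replicates below 60% inhibition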;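 further: 0% = neutral control wells and 100% = 4 µM acridine orange control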
Starred values were filed as active, the others as inactive; x = not tested or not shown. Hits appear at their usual frequency; about 2.1% have a hit in one of these screens.

item	structure	DAGLB inhibitor	SR-BI DiI-HDL act	Arrestin-AP2 inh	SR-BI HDL uptake	RTF Ca sens inh	PKA-R2B act	PvdQ inh	NSD2 HMT inh	Keap1-Nrf2 PPI	C-LANA FP
1	Nc1ccc(Oc2ccc3nc(-c4ccccc4)c(-c4ccccc4)nc3c2)cc1	-2.0	-42.4	-6.9	42.4	-0.4	3.8	-3.5	x	3.8	0.3
2	COc1cc(C2(c3ccc(O)c(OC)c3)C(=O)Nc3c(Br)cc(Br)cc32)ccc1O	-0.9	18.9	31.4	-18.9	-5.8	-12.8	6.1	x	0.2	-0.1
3	CCOc1cc(CN2CCc3c([nH]c4ccccc34)C2)ccc1OC	1.8	-13.8	6.2	13.8	-10.3	-2.8	-16.6	8.1	-4.1	1.0
4	N/C(=N\OC(=O)c1ccc(Cl)cc1Cl)c1ccc(Cl)cc1	0.5	19.2	-3.5	-19.2	-2.4	3.5	5.6	-2.3	6.3	-1.1
5	Cc1ccc(C2(C)NC(=O)N(CC(=O)N(c3ccccc3)C3CCS(=O)(=O)C3)C2=O)cc1 (stereo not drawn)	-2.6	-6.6	-2.2	6.6	-0.2	4.8	-12.5	2.1	5.2	0.6
6	Cc1ccc(O)c(C(=O)c2cnn(C(=O)Cc3csc(C)n3)c2)c1	1.1	8.5	11.4	-8.5	-9.1	-0.8	8.8	0.7	-3.2	-0.9
7	CSc1nc2nc(-c3ccccc3)cc(C(F)(F)F)n2n1	-5.9	-6.5	6.8	6.5	-8.9	0.6	-14.7	-4.4	-6.5	-2.0
8	Cc1ccc(NC(=O)COC(=O)c2ccccc2-c2nc3ccccc3s2)c(C)c1	-2.3	-23.9	5.0	23.9	-11.6	-2.7	-6.7	-1.7	4.4	2.4
9	CC1CC(C)CN(S(=O)(=O)c2ccc(NC(=O)CN3CCCCCC3)cc2)C1 (stereo not drawn)	1.6	9.9	2.7	-9.9	-7.6	-2.4	-13.2	0.3	-6.8	-0.4
10	CCOC(=O)c1c(CN(CC)CC)oc2ccc(OC)cc12	3.4	-13.0	10.8	13.0	0.8	-18.6	11.5	13.3	-4.4	-0.9
11	CCN(CC(=O)NCc1ccc(F)cc1)C(=O)/C=C/c1cc(OC)ccc1OC	-1.2	x	42.8	x	3.6	2.6	2.7	-6.1	-1.2	0.4
12	O=C1C(Nc2cccc(O)c2)=C(N2CCCCC2)C(=O)c2ccccc21	-3.1	-47.1	16.3	47.1	-12.9	-8.9	5.9	64.1*	-1.6	3.7
13	N#Cc1ccc(CSc2nc(N)cc(N)n2)cc1	-2.1	25.3	-3.6	-25.3	-9.9	8.0	-13.9	1.1	-7.2	-7.4
14	CC(C)c1nnc(NC(=O)CCC(=O)N2CCC(Cc3ccccc3)CC2)s1	4.9	14.3	-8.5	-14.3	-1.6	-1.2	-12.2	6.9	-4.0	0.0
15	CC(C)(C)[C@@H]1C=C(C(=O)N2CCN(Cc3ccc4c(c3)OCO4)CC2)O[C@H](OCc2ccc(CO)cc2)C1	-2.6	-6.8	4.2	6.8	-8.2	-5.9	0.8	x	-3.9	0.1
16	COc1ccc(-c2ncccc2O)cc1	-1.2	19.1	22.1	-19.1	-4.7	14.3	0.0	-1.2	-3.1	3.2
17	Cc1c(C(=O)NN2CCN(C)CC2)cccc1[N+](=O)[O-]	2.1	-0.1	3.1	0.1	-10.4	-10.9	-6.3	-5.5	1.6	-0.3
18	C/C=C/C(=O)OCC(=O)Nc1cccc(S(=O)(=O)NC2=NCCCCC2)c1	0.6	2.3	7.7	-2.3	-0.9	-1.1	-13.2	-8.3	-3.4	-0.7
19	COc1ccccc1-c1ccc(/C=C2/C=C(CC(C)C)OC2=O)o1	1.5	1.5	2.5	2.7	-2.1	-0.8	1.9	2.3	-9.7	0.4
20	Cc1cccc(NC(=O)CCCN2C(=O)c3ccccc3C2=O)n1	-1.9	-18.3	0.5	18.3	-2.7	-7.6	-14.0	0.5	-4.0	-1.9
21	Cc1nnc(N(C)C(=O)Cc2ccc3c(c2)OCO3)s1	-0.1	4.1	22.4	-4.1	2.3	-10.5	1.7	0.3	-2.0	-2.2
22	CCC(C)NC(=O)Cc1ccc(-c2ccccc2)cc1 (stereo not drawn)	1.1	-12.6	-9.9	12.6	-0.4	-5.8	-14.3	-0.3	-6.2	0.7
23	O=C(CCN1CCOCC1)c1ccc(Br)cc1	1.5	17.8	3.1	-17.8	-4.2	-5.9	-8.3	5.1	-31.4	0.9
24	COc1ccccc1C(=O)N/N=C/C(C)=C/c1ccccc1	-0.1	-8.8	-9.8	8.8	-5.3	2.5	-13.7	-3.6	2.5	-1.1
25	CN1/C(=C\C(=O)Nc2ccc(Br)cc2)C(C)(C)c2ccccc21	-4.6	3.3	-0.1	-3.3	-1.7	-15.9	0.7	-2.7	-2.8	1.5
26	CS(=O)(=O)N1CCN(c2ccccc2NC(=O)c2cccnc2)CC1	-1.5	x	-6.6	x	8.3	15.3	-13.4	3.2	-2.3	1.2
27	CCOc1ccc(-n2ccnc2SCC(=O)NCc2ccc3c(c2)OCO3)cc1	-3.6	11.7	-0.9	-11.7	-2.2	8.1	3.4	x	-5.6	1.0
28	COc1ccccc1N1CCN(C2CCCN(C(=O)Cn3cccn3)C2)CC1 (stereo not drawn)	0.6	x	-7.4	-43.9	4.5	4.5	-4.6	0.2	-4.2	-0.2
29	CCCCc1c(C)c2cc(C)ccc2[nH]c1=O	1.7	2.2	0.4	-2.2	-13.6	3.7	-8.6	3.5	1.2	-2.3
30	CN(C)/C=C1/OC(=O)C(C#N)=C1c1ccc(Cl)cc1	2.7	x	-2.4	x	-14.0	-2.3	-6.0	-6.4	1.1	-1.5
31	CCCCN1C(=O)NC2NC(=O)NC21 (stereo not drawn)	1.4	9.0	-1.1	-9.0	-2.9	-0.1	-7.2	-0.7	-1.4	-2.1
32	CC1(C)Cc2cccc(Oc3ccc(S(=O)(=O)N4CCCC4)cn3)c2O1	-1.1	-22.4	3.6	22.4	-23.2	-13.0	-8.9	-2.2	-5.4	-0.7
33	O=C(CSc1nnc(CNc2ccc(F)cc2)o1)N1CCN(C(=O)c2ccco2)CC1	0.2	8.1	-11.0	-8.1	-7.3	4.9	-12.9	-4.7	-0.4	-0.7
34	COc1cccc(/C=N/NC(=O)CNC(=O)C(c2ccccc2)c2ccccc2)c1O	4.2	-13.9	-31.9	13.9	-1.5	6.4	7.3	-1.1	-1.6	-1.3
35	COc1ccccc1Oc1nc(-c2cccnc2)nc2ccccc12	-4.2	-10.4	4.3	10.4	-1.7	-10.6	-17.0	x	-4.5	0.0
36	N#Cc1ccc(Oc2ccc(C(F)(F)F)cc2NC(=O)c2ccc(F)cc2)cc1	-10.0	-33.8	-21.9	33.8	-1.0	-12.3	-6.2	20.0	1.4	-0.4
37	Cc1cccn2c(=O)nc(SCC(=O)NC3CCCCC3)nc12	-0.4	-3.1	1.8	3.1	-2.2	-2.0	-13.9	7.3	-6.2	0.6
38	COc1cc(NC(=O)N2CCOCC2)cc(OC)c1	-2.3	-1.2	32.2	1.2	0.2	-3.3	-1.2	-3.6	-1.9	0.0
39	CC(C)CN1CCN(CCCOC(=O)Nc2cccc3ccccc23)CC1C (stereo not drawn)	0.4	-0.9	-6.1	0.9	-2.3	6.0	-13.7	2.4	-3.2	-0.8
40	COc1ccccc1-c1nn2c(-c3ccco3)nnc2s1	-1.3	15.1	5.7	-15.1	-6.4	1.9	-10.5	18.8	-6.1	-1.9
41	CN(CCCNC(=O)c1ccc(CS(=O)c2ccc(Br)cc2)o1)Cc1ccccc1 (stereo not drawn)	0.2	-7.4	3.9	7.4	0.7	-8.2	-9.8	1.5	-2.4	0.3
42	O=C(Cn1nnc(-c2cccc(C(F)(F)F)c2)n1)NC(=O)NCc1ccco1	-3.1	4.5	3.8	-4.5	-0.5	3.8	-4.7	1.4	-2.3	-1.9
43	C/C(=N\NC(=O)C1CC1)c1ccc(C)cc1C	3.8	-0.6	-0.3	0.6	-5.3	-5.1	-15.1	-1.5	-0.9	-2.0
44	Cc1cnc(C(=O)NC2CCSc3ccccc32)cn1 (stereo not drawn)	0.1	3.8	39.1	-3.8	-3.3	4.0	-11.6	2.7	1.2	-0.9
45	CCOc1ccc(S(=O)(=O)N2CCCCC2)cc1NC(=O)c1c(CC)noc1C	1.0	1.1	46.0	-1.1	-25.6	-0.5	-0.3	-1.8	2.9	0.4
46	C=C(C)Cn1c(-c2ccc(OC)cc2)nc2ccccc21	-5.6	-10.6	11.9	10.6	8.3	-3.2	5.8	1.1	2.2	0.1
47	CN1CCN(C(=O)c2cc(-c3ccco3)on2)CC1	-1.6	6.1	-7.7	-6.1	-9.9	7.9	-10.8	x	3.2	2.1
48	COc1ccccc1NC(=O)C(C)OC(=O)Cc1ccsc1 (stereo not drawn)	-3.3	15.1	20.8	-15.1	0.2	-10.9	5.2	-0.8	-1.6	-1.2
49	Cc1ccc2oc(C(=O)NCC3CCOCC3)c(C)c2c1	0.2	x	4.8	-17.5	-2.8	-4.3	-7.2	0.0	1.8	0.3
50	O=C1NC(=Nc2cccc(O)c2)S/C1=C\c1cccnc1	-3.6	x	-7.7	x	-13.8	7.9	-15.7	0.1	-4.0	-0.7

Compound activity from PubChem.
